Bioassay records (PubChem BioAssay)
DT40 TDP1 CPT: DT40-hTDP1 cell growth loss with CPT; chicken DT40 Tdp1-/-;hTDP1 cells + 20 nM CPT, ATP luminescence, 48 h; Potency, µM (series often up to 46.2 µM), inactives show top-dose activity change, negative = growth inhibition, most hits filed as inhibitors; actives 12% (n = 420,000); AID 686979; also: nearly all actives have a fitted effect of over 55% in size
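Chicken DT40 Tdp1-/- cells stably complemented with human TDP1 were seeded at 400 cells/well in medium containing 20 nM camptothecin, exposed to pin-transferred compounds, and grown at 37 °C for at least 48 hr. Viability was read as ATP luminescence.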
KAT2A inh: inhibitors of human GCN5L2 histone acetyltransferase. Q92830. GCN5L2 HAT assay, ThioGlo1 CoA-SH fluorescence. Potency, µM (titrated, usually from 58.9 µM), for inactives: at the top dose activity change, negative = inhibition, usual class: inhibitors. actives 0.21% (n = 390,000). AID 504327
Target sequence (Q92830 whole entry, looked up): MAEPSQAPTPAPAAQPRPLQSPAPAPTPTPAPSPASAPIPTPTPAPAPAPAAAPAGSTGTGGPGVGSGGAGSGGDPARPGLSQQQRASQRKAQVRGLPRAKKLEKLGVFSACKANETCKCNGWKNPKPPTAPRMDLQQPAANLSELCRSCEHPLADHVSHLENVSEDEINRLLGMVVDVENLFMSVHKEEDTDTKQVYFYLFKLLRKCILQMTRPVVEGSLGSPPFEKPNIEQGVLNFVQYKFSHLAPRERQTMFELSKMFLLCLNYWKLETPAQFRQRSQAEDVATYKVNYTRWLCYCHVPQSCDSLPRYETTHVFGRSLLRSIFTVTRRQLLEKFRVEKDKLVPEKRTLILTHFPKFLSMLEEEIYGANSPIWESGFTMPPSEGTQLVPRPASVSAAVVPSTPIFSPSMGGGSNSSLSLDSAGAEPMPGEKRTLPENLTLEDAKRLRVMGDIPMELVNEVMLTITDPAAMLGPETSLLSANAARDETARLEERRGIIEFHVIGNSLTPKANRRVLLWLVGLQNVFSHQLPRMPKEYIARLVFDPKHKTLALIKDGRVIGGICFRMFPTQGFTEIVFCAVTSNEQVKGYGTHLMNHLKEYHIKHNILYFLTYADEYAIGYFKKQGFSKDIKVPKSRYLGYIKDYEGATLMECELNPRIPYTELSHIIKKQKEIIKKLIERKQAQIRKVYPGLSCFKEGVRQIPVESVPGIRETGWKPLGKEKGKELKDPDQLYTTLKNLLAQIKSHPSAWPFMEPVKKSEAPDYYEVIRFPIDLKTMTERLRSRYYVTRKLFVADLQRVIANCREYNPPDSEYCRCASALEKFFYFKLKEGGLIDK
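qHTS, 1536-well. 20nM enzyme, pH 7.5 HEPES/EDTA/Tween-20 buffer; 15 min compound preinc., RT. Start: 75uM H3(1-25), 70uM AcCoA, 50uM ThioGlo1. Read Ex340/Em540 at t=0 (autofluorescence flag) and t=20 min.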
FEN1 inhibitor: human FEN1 inhibition | Recombinant FEN1 flap cleavage, fluorescence, 15 min | Potency, µM (titrated, usually from 114 µM), for the others: at the highest dose activity change, negative = inhibition, most hits filed as inhibitors | actives 0.35% (n = 390,000) | AID 588795; also: nearly all actives have a fitted effect of over 65% in size
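FEN1 at 10 nM preincubated with compounds 15 min at room temperature, then flap DNA substrate added at 50 nM final. Signal read at 0 and 15 min; concentration-response fitted with four-parameter Hill equation.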
Numbers without * were called inactive; [ ] = dose if it differs, or a comment. Calls follow the shape of the dose curve; as a rule, active = well fitted curve in the direction sought with a large enough effect; inconclusive = small, poorly fitted or top-dose-only effect, or another doubt; inactive = no such curve, though single readings can be large; an effect the other way counts as inactive or inconclusive. % is scaled to controls: 0 for no effect and ±100 for the full control effect; potency is read from the fitted curve at half-maximal effect. A portion of the library; rates above refer to the full screens.

How did Nc1nc(N)nc(-c2ccc([N+](=O)[O-])o2)n1 do in these assays?
DT40 TDP1 CPT: inconclusive; FEN1 inhibitor: 5%

How did CCOC(=O)c1ccccc1NC(=O)c1c(C)oc2ncnc(N3CCOCC3)c12 do in these assays?
DT40 TDP1 CPT: inconclusive; KAT2A inh: 13%; FEN1 inhibitor: 4%

Results for Nn1c(SCc2cccc(F)c2)nnc1-c1ccncc1 ?
DT40 TDP1 CPT: -5%; KAT2A inh: -3%; FEN1 inhibitor: 3%

What do the screens show for `CCOC(=O)C1=NN(c2ccccc2)C(=O)C1`?
DT40 TDP1 CPT: -7%; KAT2A inh: 0%; FEN1 inhibitor: -7%

How did COc1cc2c(cc1OC)C(c1cccs1)N(C(=O)c1ccncc1)CC2 (stereo unspecified) do in these assays?
DT40 TDP1 CPT: 13µM*; KAT2A inh: 0%; FEN1 inhibitor: 9%

How did CCCOCC(O)CCc1n[nH]c(=S)n1-c1ccccc1 (stereo unspecified) do in these assays?
DT40 TDP1 CPT: 6%; KAT2A inh: -7%; FEN1 inhibitor: 0%

How did COc1ccc(NC(=O)CSc2nc(C3CC3)nc3ccccc23)c(OC)c1 do in these assays?
DT40 TDP1 CPT: -20%; KAT2A inh: -1%; FEN1 inhibitor: -3%

What do the screens show for `Cc1ccccc1CS(=O)(=O)CCC(=O)N1CCN(c2ccc(N3CCOCC3)nn2)CC1`?
DT40 TDP1 CPT: -1%; KAT2A inh: -3%; FEN1 inhibitor: -19%

How did O=C(CSc1n[nH]c(-c2ccccc2)n1)N1CCCCC1 do in these assays?
DT40 TDP1 CPT: -17%; KAT2A inh: 0%; FEN1 inhibitor: 21%

What do the screens show for `O=C(Nc1nnc(-c2ccc(Br)cc2)o1)c1ccco1`?
DT40 TDP1 CPT: inconclusive; KAT2A inh: -3%; FEN1 inhibitor: 5%

Results for Cc1ccc(C(=O)N2CCN(c3ccc(NC(=O)c4cccnc4)cc3)CC2)cc1 ?
DT40 TDP1 CPT: -12%; KAT2A inh: 0%; FEN1 inhibitor: -9%

How did Cc1ccccc1NC(=O)CN(C)S(=O)(=O)c1cccc2nsnc12 do in these assays?
DT40 TDP1 CPT: -6%; KAT2A inh: -7%; FEN1 inhibitor: -1%

Results for O=C(CN1CCN(S(=O)(=O)c2ccccc2)CC1)Nc1ccc([N+](=O)[O-])cc1 ?
DT40 TDP1 CPT: 18µM*; KAT2A inh: 1%; FEN1 inhibitor: -12%

How did CNCc1cn2cc(Cl)ccc2n1 do in these assays?
DT40 TDP1 CPT: inconclusive; KAT2A inh: 1%; FEN1 inhibitor: -2%

Results for O=C(CCc1ccccc1)Nc1ccc(N2CCOCC2)cc1 ?
DT40 TDP1 CPT: -9%; KAT2A inh: 1%; FEN1 inhibitor: -15%

How did Cc1nc(NCCOc2ccccc2)sc1C(=O)Nc1ccccc1 do in these assays?
DT40 TDP1 CPT: inconclusive; KAT2A inh: -3%; FEN1 inhibitor: -12%

Results for Cc1ccc(NC(=O)CS(=O)CC(=O)Nc2ccc(N3CCOCC3)cc2)cc1Cl (stereo unspecified) ?
DT40 TDP1 CPT: 21µM*; KAT2A inh: -31%; FEN1 inhibitor: inconclusive

What do the screens show for `CC(C)(C)OC(=O)N1CCN(C(=O)c2nc[nH]c2C(=O)N2CCN(c3ccccc3)CC2)CC1`?
DT40 TDP1 CPT: -4%; KAT2A inh: -14%; FEN1 inhibitor: 0%

How did CCCCc1nc2n[nH]c(N)c2c2c1CCCC2 do in these assays?
DT40 TDP1 CPT: 3%; KAT2A inh: -2%; FEN1 inhibitor: -10%

What do the screens show for `Cc1cc(C)n2nc(-c3ccc(Br)cc3)cc2n1`?
DT40 TDP1 CPT: 0%; KAT2A inh: -6%; FEN1 inhibitor: 13%

An excerpt from above in order of SMILES length, low to high.
How did Cc1nc(NCCOc2ccccc2)sc1C(=O)Nc1ccccc1 do in these assays?
DT40 TDP1 CPT: inconclusive; KAT2A inh: -3%; FEN1 inhibitor: -12%

How did COc1ccc(NC(=O)CSc2nc(C3CC3)nc3ccccc23)c(OC)c1 do in these assays?
DT40 TDP1 CPT: -20%; KAT2A inh: -1%; FEN1 inhibitor: -3%

Results for Cc1ccc(C(=O)N2CCN(c3ccc(NC(=O)c4cccnc4)cc3)CC2)cc1 ?
DT40 TDP1 CPT: -12%; KAT2A inh: 0%; FEN1 inhibitor: -9%

Results for O=C(CN1CCN(S(=O)(=O)c2ccccc2)CC1)Nc1ccc([N+](=O)[O-])cc1 ?
DT40 TDP1 CPT: 18µM*; KAT2A inh: 1%; FEN1 inhibitor: -12%

The list goes on.
Results for Cc1c(OC(C)C(=O)NCc2ccncc2)ccc2c3c(c(=O)oc12)CCCC3 (stereo unspecified) ?
DT40 TDP1 CPT: 21µM*; KAT2A inh: 0%; FEN1 inhibitor: 9%

Results for Cc1cc(C)nc(N2CCCC(C(=O)Nc3ccc4c(c3)OCO4)C2)n1 (stereo unspecified) ?
DT40 TDP1 CPT: -26%; KAT2A inh: 0%; FEN1 inhibitor: -2%

What do the screens show for `CCCSc1ncc(Cl)c(C(=O)Nc2nc3ccc(C)cc3s2)n1`?
DT40 TDP1 CPT: 4%; KAT2A inh: 2%; FEN1 inhibitor: 11%

Results for CCN(CC)S(=O)(=O)c1cccc(-c2nnc(SCc3ncc(-c4ccccc4)o3)n2C)c1 ?
DT40 TDP1 CPT: inconclusive; KAT2A inh: 2%; FEN1 inhibitor: 4%

How did CC(C)=CCN1CCN(Cc2c(C)nn(C)c2Cl)CC1CCO (stereo unspecified) do in these assays?
DT40 TDP1 CPT: -1%; KAT2A inh: 9%; FEN1 inhibitor: 0%

How did COc1ccccc1CNc1n[nH]c(NCc2ccccc2OC)n1 do in these assays?
DT40 TDP1 CPT: -3%; KAT2A inh: -3%; FEN1 inhibitor: 1%

Results for O=[N+]([O-])c1ccccc1/C=N/NC1=NCCCCC1 ?
DT40 TDP1 CPT: 2%; KAT2A inh: 40%[activator]; FEN1 inhibitor: -4%

Results for O=C(CCS(=O)(=O)c1nc(-c2cccs2)cc(C(F)(F)F)n1)Nc1cccc(O)c1 ?
DT40 TDP1 CPT: 2.3µM*; KAT2A inh: -6%; FEN1 inhibitor: -5%

How did Cc1ccc(S(=O)(=O)NC(CC(=O)NCC2CCCO2)c2ccco2)cc1 (stereo unspecified) do in these assays?
DT40 TDP1 CPT: -15%; KAT2A inh: -17%; FEN1 inhibitor: 0%

How did O=C(Cn1ncc2c3ccccc3n(Cc3ccccc3)c2c1=O)NCc1ccccc1 do in these assays?
DT40 TDP1 CPT: 0%; KAT2A inh: -3%; FEN1 inhibitor: 13%

How did COc1ccc2c(C)c(CC(=O)NCc3ccccc3Cl)c(=O)oc2c1OC do in these assays?
DT40 TDP1 CPT: -14%; KAT2A inh: -18%; FEN1 inhibitor: 14%

Results for CCOC(=O)c1c(C)n(C)c2ccc(OC(=O)c3ccco3)cc12 ?
DT40 TDP1 CPT: -13%; KAT2A inh: inconclusive; FEN1 inhibitor: -3%

What do the screens show for `CCOC(=O)N1CCC(NC(=O)C2CCN(S(=O)(=O)c3cccs3)CC2)CC1`?
DT40 TDP1 CPT: -28%; KAT2A inh: -3%; FEN1 inhibitor: 4%

Results for O=C(c1ccccc1)N(C(=O)c1ccccc1)N1CCCC1 ?
DT40 TDP1 CPT: -18%; FEN1 inhibitor: -8%

How did O=c1c2ccccc2nnn1COc1ccc(Cl)cc1Br do in these assays?
DT40 TDP1 CPT: 18%; KAT2A inh: -1%; FEN1 inhibitor: -1%

What do the screens show for `CCOC(=O)c1ccc(NC(=O)CSc2nc(=O)n(CCN3CCOCC3)c3c2CCC3)cc1`?
DT40 TDP1 CPT: -16%; KAT2A inh: -12%; FEN1 inhibitor: 10%

What do the screens show for `Cn1c(=NC(=O)COc2ccccc2)sc2ccccc21`?
DT40 TDP1 CPT: 8%; KAT2A inh: -7%; FEN1 inhibitor: -4%

Results for Cc1cc(C)n(-c2ccccc2C#N)n1 ?
DT40 TDP1 CPT: 8%; KAT2A inh: -16%; FEN1 inhibitor: 0%

How did Cc1ccccc1Cn1ccc(NC(=O)c2nn(C)cc2[N+](=O)[O-])n1 do in these assays?
DT40 TDP1 CPT: 0%; KAT2A inh: 0%; FEN1 inhibitor: 1%

What do the screens show for `Cc1ccc(-c2cccc(C(=O)NCc3ccccc3)n2)c2ccccc12`?
DT40 TDP1 CPT: inconclusive; KAT2A inh: -12%; FEN1 inhibitor: 1%

Results for CCOC(=O)c1snc(-c2ccc(F)cc2)c1N ?
DT40 TDP1 CPT: -20%; KAT2A inh: 2%; FEN1 inhibitor: -9%

How did CC(=O)Oc1ccc(Cn2cnc3cc4ccccc4cc32)cc1 do in these assays?
DT40 TDP1 CPT: inconclusive; KAT2A inh: -2%; FEN1 inhibitor: -1%

How did O=C(/C=C/c1ccc(F)cc1)NC(=S)N1CCOCC1 do in these assays?
DT40 TDP1 CPT: -25%; KAT2A inh: -1%; FEN1 inhibitor: 8%

Results for CC1CCN(C(=O)c2ccccc2NC(=O)Cc2ccccc2)CC1 ?
DT40 TDP1 CPT: 0%; KAT2A inh: 2%; FEN1 inhibitor: 10%

How did CN1CCC(OC(=O)C(Oc2ccc(Cl)cc2)Oc2ccc(Cl)cc2)CC1 do in these assays?
DT40 TDP1 CPT: 1%; KAT2A inh: -8%

What do the screens show for `Cc1ccc(NC(=O)Cn2cc(S(=O)(=O)N3CCN(c4ccccc4F)CC3)c3ccccc3c2=O)cc1F`?
DT40 TDP1 CPT: -20%; KAT2A inh: -9%; FEN1 inhibitor: 3%

How did COc1ccc(C2c3[nH]c4ccccc4c3C[C@H]3C(=O)N(c4ccccc4C(=O)N4CCC(C(=O)O)CC4)C(=O)N23)cc1 (stereo partly specified) do in these assays?
DT40 TDP1 CPT: 13%; KAT2A inh: -6%; FEN1 inhibitor: 13%

How did Cn1c(SCC(=O)NCc2ccco2)nnc1-c1cccc(NC(=O)c2ccccc2)c1 do in these assays?
DT40 TDP1 CPT: -9%; FEN1 inhibitor: 13%

How did CC(=O)c1ccc(N(C(=O)CS(=O)CC(=O)Nc2ccc(F)cc2)C(C(=O)NC2CCCCC2)c2cccs2)cc1 (stereo unspecified) do in these assays?
DT40 TDP1 CPT: -26%; KAT2A inh: 0%; FEN1 inhibitor: 10%

Results for Cc1ccc(C)c(NC(=O)c2ccc3c(c2)CCN3S(C)(=O)=O)c1 ?
DT40 TDP1 CPT: inconclusive; KAT2A inh: -4%; FEN1 inhibitor: 11%

What do the screens show for `O=C(CSc1nnc(SCc2ccc(Cl)cc2)s1)N/N=C/c1c(Cl)cccc1Cl`?
DT40 TDP1 CPT: inconclusive; KAT2A inh: -2%; FEN1 inhibitor: -4%

What do the screens show for `COc1cc2c(cc1NC(=O)Nc1ccc(F)cc1)oc1ccccc12`?
DT40 TDP1 CPT: -15%; KAT2A inh: -1%; FEN1 inhibitor: -1%

Results for CC(C)(CNC(=O)CC1C(=O)NCCN1Cc1cccc(F)c1)N1CCOCC1 (stereo unspecified) ?
DT40 TDP1 CPT: -11%; KAT2A inh: -8%; FEN1 inhibitor: 8%

What do the screens show for `CC(=O)c1cn(CC(=O)Nc2ccccc2C)c2ccccc12`?
DT40 TDP1 CPT: 8.2µM*; KAT2A inh: 1%; FEN1 inhibitor: -8%

How did CS(=O)(=O)N1CCC(Oc2cccc(C(=O)NCCCOc3cccnc3)c2)CC1 do in these assays?
DT40 TDP1 CPT: inconclusive; KAT2A inh: 1%; FEN1 inhibitor: -10%

Results for COc1ccccc1CNC(=O)c1ccc(-c2nc(CN3CCc4ccccc43)c(C)o2)cc1 ?
KAT2A inh: -17%; FEN1 inhibitor: 11%

How did CCOc1cccc(-c2cc(C(=O)Nc3ccon3)c3ccccc3n2)c1 do in these assays?
DT40 TDP1 CPT: inconclusive; KAT2A inh: -11%; FEN1 inhibitor: -19%

What do the screens show for `COc1ccc(-c2cc(C(=O)Nc3ccc(OC)cc3OC)no2)cc1`?
DT40 TDP1 CPT: -17%; KAT2A inh: -24%; FEN1 inhibitor: -10%

How did O=C(COc1ccc2ccccc2c1)NC1CC(=O)N(c2ccc(F)cc2)C1 (stereo unspecified) do in these assays?
DT40 TDP1 CPT: inconclusive; KAT2A inh: -6%; FEN1 inhibitor: 0%

How did O=S(=O)([O-])CCC[n+]1ccc(Oc2ccccc2)cc1 do in these assays?
DT40 TDP1 CPT: -3%; KAT2A inh: -4%; FEN1 inhibitor: -2%

Retrieved by compound from above (two):
How did O=C(/C=C/c1ccc(F)cc1)NC(=S)N1CCOCC1 do in these assays?
DT40 TDP1 CPT: -25%; KAT2A inh: -1%; FEN1 inhibitor: 8%

How did CC(=O)Oc1ccc(Cn2cnc3cc4ccccc4cc32)cc1 do in these assays?
DT40 TDP1 CPT: inconclusive; KAT2A inh: -2%; FEN1 inhibitor: -1%
